OX1R antag-1: human HCRTR1 antagonism; AID 434989; inhibition, % at 5 µM; 330,000 compounds, 0.43% hits; CHO/OX1R cells, Fluo-8 calcium fluorescence, orexin A; O43613;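 active means inhibition above its plate's threshold, mean inhibition of all tested compounds on the plate plus 3 SD, cut at about 37% in these data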;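 further: 0% = orexin A challenge wells and 100% = SB-334867-A antagonist wells; not every result past the cut was called active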
Target sequence (O43613 whole entry, looked up): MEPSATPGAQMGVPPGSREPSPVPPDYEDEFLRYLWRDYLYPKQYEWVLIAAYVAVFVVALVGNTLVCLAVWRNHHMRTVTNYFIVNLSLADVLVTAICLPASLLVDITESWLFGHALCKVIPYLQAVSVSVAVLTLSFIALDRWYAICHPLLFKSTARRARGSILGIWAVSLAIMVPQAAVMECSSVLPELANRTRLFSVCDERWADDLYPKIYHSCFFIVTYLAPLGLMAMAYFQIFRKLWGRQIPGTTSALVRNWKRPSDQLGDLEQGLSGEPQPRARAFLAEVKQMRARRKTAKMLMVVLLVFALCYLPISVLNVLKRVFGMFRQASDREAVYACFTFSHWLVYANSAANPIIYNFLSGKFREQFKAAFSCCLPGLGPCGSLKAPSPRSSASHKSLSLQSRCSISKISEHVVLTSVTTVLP
OX1R antag-2: OX1R (human) antagonism; inhibition, % at 6.6 µM; AID 485270; OX1R-expressing cells, FRET antagonist read-out; O43613; 330,000 compounds, 1.8% hits; in the data active means inhibition mostly above about 38%, no sharp cut-off; inactive means mostly below about 40%;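 further: 0% = agonist challenge alone and 100% = reference antagonist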
STK33 kinase inh: inhibitors of human STK33 kinase; Q9BYT3; purified STK33, MBP phosphorylation, ADP-Glo luminescence; inhibition, % at 10 µM; 320,000 compounds, 0.073% hits; AID 2661;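 active means inhibition at or above 25%, using the most active replicate where run in duplicate; inactive means inhibition below 25%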
Target sequence (Q9BYT3 whole entry, looked up): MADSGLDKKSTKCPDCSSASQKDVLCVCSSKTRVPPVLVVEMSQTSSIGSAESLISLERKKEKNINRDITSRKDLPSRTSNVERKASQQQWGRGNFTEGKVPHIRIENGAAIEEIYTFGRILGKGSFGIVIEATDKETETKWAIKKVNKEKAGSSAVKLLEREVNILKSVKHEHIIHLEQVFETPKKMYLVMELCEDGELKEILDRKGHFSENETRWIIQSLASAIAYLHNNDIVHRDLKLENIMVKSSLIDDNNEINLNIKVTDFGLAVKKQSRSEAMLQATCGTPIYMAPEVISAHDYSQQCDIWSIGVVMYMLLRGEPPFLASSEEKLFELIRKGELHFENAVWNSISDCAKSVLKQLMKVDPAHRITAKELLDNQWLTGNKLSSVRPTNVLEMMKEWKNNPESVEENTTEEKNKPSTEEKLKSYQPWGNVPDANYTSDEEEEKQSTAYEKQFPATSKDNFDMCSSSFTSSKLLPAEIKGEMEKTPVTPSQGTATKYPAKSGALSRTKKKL
Numbers without * were called inactive; · = no result given; & = joins results of further samples. An unsorted share of the library. About 2.2% of those tested had a hit in this group.

SMILES	OX1R antag-1	OX1R antag-2	STK33 kinase inh
CCc1ccccc1N(CC(=O)NCC1CCCO1)C(=O)CCC(=O)Nc1cc(C)on1 (configuration not stated)	-7	21	0.0
CC(C)n1c(NCc2ccccc2O)nc2ccccc21	-20	7	-2.2
Cc1cccc(N(C(=O)C(F)(F)F)C(C(=O)NC2CCCCC2)c2cccs2)c1 (configuration not stated)	-30	21	0.3
Cc1c(NC(=O)COC(=O)C2CC3C=CC2C3)c(=O)n(-c2ccccc2)n1C (configuration not stated)	-12	13	0.8
CCOC(=O)/C(=C\c1cccnc1)C(=O)c1cc(C(C)=O)c(Nc2ccccc2)s1	24	11	-0.8
O=C1/C(=C/c2c[nH]c3ccccc23)CCC/C1=C\c1c[nH]c2ccccc12	0	28	-1.5
COc1cccc(Oc2nc(-c3ccncc3)nc3ccccc23)c1	-36	16	-0.1
CCSc1nnc(NC(=O)c2cccc3ccccc23)s1	-11	15	-0.9
CN(Cc1ccccc1)C(=O)CN(Cc1ccccc1)S(C)(=O)=O	-19	-7	-1.0
O=C(COC(=O)/C=C/c1ccccc1)Nc1nnc(-c2ccccc2)o1	-3	21	-1.8
FC(F)(F)c1nc(SCc2ccccc2)n[nH]1	-3	25	-0.9
CN(CCNC(=O)C1CCCN(c2ncnc3c2nc2n3CCCCC2)C1)Cc1ccccc1 (configuration not stated)	-28	18	0.7
C/C(Cn1nnc([N+](=O)[O-])n1)=N\NC(=O)c1ccccc1	2	32*	1.5
CC(=O)c1c(C)n(CCc2ccc(Cl)cc2)c2ccc(O)cc12	-12	12	-0.4
O=C(c1ccc(S(=O)(=O)c2ccc(Cl)cc2)cc1)N1CCOCC1	-20	8	0.3
Cc1ccc(S(=O)(=O)c2c(CO)c(-c3ccccc3)nn2C)cc1	-22	8	-1.1
CCOc1ccc(CC(=O)NNC(=S)Nc2ccccc2)cc1Br	-4	9	0.5
COc1ccc(CN2C3CCCC2CC(NC(=O)Nc2cccc(C)c2)C3)cc1 (configuration not stated)	-9	12	1.1
Cc1cc(C(=O)CSc2nncs2)c(C)n1-c1ccc2c(c1)OCO2	-12	37	0.9
COc1ccc(-c2nc3cc(C)ccn3c2NC2CCCCC2)cc1SC1CCCCC1	25	11	·
Cc1ccc(-c2c3c(=O)n(C)c(=O)n(C)c3cn2CCCN2CCOCC2)cc1	-15	19	0.9
COc1cc2ccc(=O)oc2cc1O	-3	16	0.9
N#C/C(=C/c1ccc(F)cc1)S(=O)(=O)c1ccccc1	5	3	-1.0
Cc1nnc(SCC(=O)NC(C)(C)C)n1NCc1ccc(N(C)C)cc1	-3	14	-5.1
CCC1SC(C)C/C(=N/NC(N)=O)C1C (configuration not stated)	-14	2	-0.5
O=C(O)c1c2c(nc3ccccc13)/C(=C/c1ccc(OC(F)F)cc1)CCC2	8	35	-0.5
O=C(CN1CCN(c2ccccn2)CC1)Nc1ccccc1F	-17	8	0.2
CN1CCNC(=O)C1CC(=O)O (configuration not stated)	9	9	-1.2
CCCn1c(CCC(=O)O)nc2cc(S(=O)(=O)N3CCCC3)ccc21	-3	4	-0.7
CC(=O)n1nc(-c2ccncc2)nc1SCC(=O)Nc1cccc(Cl)c1	-22	4	1.8

Whole records from above.
COc1cc2ccc(=O)oc2cc1O as listed: OX1R antag-1: -3; OX1R antag-2: 16; STK33 kinase inh: 0.9
CCOc1ccc(CC(=O)NNC(=S)Nc2ccccc2)cc1Br as listed: OX1R antag-1: -4; OX1R antag-2: 9; STK33 kinase inh: 0.5
CN1CCNC(=O)C1CC(=O)O (configuration not stated) as listed: OX1R antag-1: 9; OX1R antag-2: 9; STK33 kinase inh: -1.2

(further entries)
SMILES	OX1R antag-1	OX1R antag-2	STK33 kinase inh
Cc1cccc(-n2c(SCc3cc(=O)n4c(C)cccc4n3)nc3[nH]ncc3c2=O)c1	-44	3	-3.3
COC(=O)c1ccc(-c2csc(NC(=O)C3=COCCO3)n2)cc1	-2	57	-0.8
O=C(N/C(=C/c1ccccc1)C(=O)N1CCCCC1)c1ccccc1	-7	56	0.4
COc1ccc(C(=O)N/N=C/c2c[nH]c3ccccc23)cc1	-3	17	1.4
CC(=O)Nc1cccc(CCc2nc3ccccc3[nH]2)c1	-9	14	-1.2
CC1CCCN(C(c2cccs2)c2nnnn2Cc2ccccc2)C1 (configuration not stated)	-4	27	-0.1
CCCCN(C)C(=S)Nc1ccc2nc(N3CCN(CC)CC3)cc(C)c2c1	-21	10	-3.5
COc1cc(NC(=O)Nc2cccc(Cl)c2)c(C(=O)O)cc1OC	-16	14	1.6
COc1ccc(OCC(O)Cn2c(N3CCCCC3)nc3c2c(=O)[nH]c(=O)n3C)cc1 (configuration not stated)	-32	7	0.1
CC(NC(=O)c1ccccc1[N+](=O)[O-])C1CC2CCC1C2 (configuration not stated)	-22	6	·
CCN(C(=O)COC(=O)c1ccc(Br)o1)C1CCCCC1	-9	19	-1.9
O=C(CN(Cc1ccc(Cl)cc1)C(=O)c1csnn1)NCc1ccc(F)cc1	-28	25	-1.5
O=C(Cn1cc(C(=O)c2cccs2)c2ccccc21)NC1CCCCC1	-33	19	0.7
COc1ccccc1CNC(=O)COC(=O)CCC(=O)c1cccs1	-6	26	-1.1
CN(C(=O)c1ccc(NC(=O)C2CCCN(C(=O)OC(C)(C)C)C2)cc1)C1CCCCC1 (configuration not stated)	-13	8	-0.2
O=C(O)COc1ccccc1C1C2C(=O)N(c3ccccc3)C(=O)C2ON1c1ccccc1 (configuration not stated)	-10	4	1.2
C[C@H](N)C(=O)OCc1ccc([N+](=O)[O-])cc1	-2	13	-0.8
CCOC(=O)c1[nH]c(C)c(C(=O)Nc2ccc(C)c(F)c2)c1C	-7	3	-0.4
CC(C)Cn1c2ccccc2c2cc(C(=O)O)ccc21	-6	17	0.2
Cc1ccc(Sc2c([N+](=O)[O-])c(=O)n(C)c3ccccc23)cc1	-8	5	0.0
COc1ccccc1NC(=O)c1ccc2c(c1)N(CC(=O)NC(C)C)C(=O)C(C)(C)O2	-1	7	0.3
CN(C)CCNc1oc(-c2ccccc2F)nc1C#N	-8	8	-1.9
Cc1cc(/C=C2\SC(=S)N(C)C2=O)c(C)n1-c1cccc(O)c1	9	10	-0.9
Cc1ccc(NC(=O)C(=O)c2ccc(C)cc2)cc1	-13	19	-0.4
Cc1cc(C)n(C(=O)CCCCCCCCC(=O)n2nc(C)cc2C)n1	-26	3	-1.3
N#CC(=C=[N-])c1nc2ccccc2nc1-[n+]1ccccc1	7&-15	98*	-2.9&-1.4
CCOC(=O)C1=C(c2ccccc2)NC(=O)NC1c1ccc(O)c(Cl)c1 (configuration not stated)	9	8	-1.3
COc1ccc(S(=O)(=O)N(C)CC(=O)Nc2ccc(F)cc2)cc1	-13	11	-0.3
COc1ccc(/C=N/N(C)C2=NCCN2)c(OC)c1OC	-2	-5	-1.2
Cc1ccc(Cl)cc1N1CCN(CC(O)COCc2ccco2)CC1 (configuration not stated)	-41	14	2.7
C=CCOc1c(Br)cc(CNc2nccs2)cc1OC	-12	6	-2.0
CN(C(=O)c1cccc(C#N)c1)c1nnc(-c2ccccn2)s1	-16	19	-0.5
Cc1c([N+](=O)[O-])c(C(=O)Sc2ccc(Br)cc2)nn1C	5	-4	-1.5
O=C(CCC(=O)Nc1ccccc1Cl)NNC(=O)Nc1cccc([N+](=O)[O-])c1	-3	3	0.9
COc1cccc(C(C(=O)NC2CCCC2)N(Cc2ccccc2OC)C(=O)c2ccco2)c1 (configuration not stated)	-1	39	0.0
COc1ccc(NC(=S)NCC2CCCO2)c(OC)c1 (configuration not stated)	-5	8	-1.9
O=c1c2c3c(sc2ncn1/N=C/c1ccco1)CCCC3	-48	3	-0.6
COc1cccc(C(=O)OCc2ccccc2C#N)c1O	-23	14	0.8
Cc1ccc(CNC(=O)C2CN(S(C)(=O)=O)c3cc(Cl)ccc3O2)cc1 (configuration not stated)	-24	7	0.5
COc1ccc(/C=C2\SC(=S)N(CCC(=O)NCCCn3ccnc3)C2=O)cc1	-20	40	-0.4
CCOc1ccc2nnnn2n1	4	6	-3.8
COc1cc2cc(CN(CCc3ccccc3C)C(=S)NCCCN(C)C)c(=O)[nH]c2cc1OC	-17	-2	-0.4
Cc1nonc1CC(=O)N1CCCC(C(=O)c2cccc(C(F)(F)F)c2)C1 (configuration not stated)	-21	4	-0.6
CC(=O)c1ccc(Nc2cc(C)nc3ccccc23)cc1	-12	17	0.1
CCc1nnc(NC(=O)c2ccc(Br)c(S(=O)(=O)N3CCOCC3)c2)s1	-6	20	0.8

Three compounds from above, sorted by their value in OX1R antag-1, rising:
SMILES	OX1R antag-1	OX1R antag-2	STK33 kinase inh
O=c1c2c3c(sc2ncn1/N=C/c1ccco1)CCCC3	-48	3	-0.6
COc1cccc(C(=O)OCc2ccccc2C#N)c1O	-23	14	0.8
C=CCOc1c(Br)cc(CNc2nccs2)cc1OC	-12	6	-2.0

Further compounds follow.
SMILES	OX1R antag-1	OX1R antag-2	STK33 kinase inh
CCOC(=O)C1=C(SCC)c2cc3c(n2C1=O)CCCC3	-33	34	-0.1
Cc1cc(C)nc(CCNC(=O)c2cc(COc3c(C)cccc3C)on2)n1	-24	23	-1.8
Cc1cc([N+](=O)[O-])cc(/C=N\NC(=O)C2COc3ccccc3O2)c1O (configuration not stated)	-25	15	-0.6
COc1ccc(C(=O)NC(=S)N2CCOCC2)cc1OC	-3	20	-2.9
COc1ccc(NC(=O)CN(C)C(=O)c2cccc3ccccc23)cc1	-4	11	0.4
CC(=O)N1CCC(c2c[nH]c3ccccc23)CC1	-22	12	0.0
CC(=O)Nc1ccc(S(=O)(=O)N(C)CC(=O)OC(C)C(=O)NC2CCCC2)cc1 (configuration not stated)	-5	2	0.0
O=C1c2cccc3cccc(c23)C(=O)N1CCCN(C(=O)c1cccs1)c1cccc(F)c1	-18	-5	-1.0
Cc1cc(C)cc(NC(=O)c2cc(C)nn2C)c1	-3	15	·
COc1ccc(Cl)cc1NS(=O)(=O)c1cccc(C(=O)NCC2CCCO2)c1 (configuration not stated)	-8	13	-0.9
CCN(Cc1ccncc1)Cc1ccc(OC)cc1OC	-17	11	-1.6
Cc1ccc2c(c1)NCCO2	12	19	-3.0
O=C(NCc1ccc(F)cc1)C1CCCN(S(=O)(=O)c2cccnc2)C1 (configuration not stated)	-27	6	-2.3
O=C1CN(C(=O)COc2ncnc3ccccc23)c2ccccc2N1	-3	22	-1.7
CCN(CC)S(=O)(=O)c1ccc(OC)c(NC(=O)COc2ccccc2[N+](=O)[O-])c1	-5	18	-0.6

Fetched by structure from the list above, four records:
SMILES	OX1R antag-1	OX1R antag-2	STK33 kinase inh
O=C(NCc1ccc(F)cc1)C1CCCN(S(=O)(=O)c2cccnc2)C1 (configuration not stated)	-27	6	-2.3
CC(=O)Nc1ccc(S(=O)(=O)N(C)CC(=O)OC(C)C(=O)NC2CCCC2)cc1 (configuration not stated)	-5	2	0.0
Cc1ccc2c(c1)NCCO2	12	19	-3.0
COc1ccc(Cl)cc1NS(=O)(=O)c1cccc(C(=O)NCC2CCCO2)c1 (configuration not stated)	-8	13	-0.9

Next part:
SMILES	OX1R antag-1	OX1R antag-2	STK33 kinase inh
C=CCNC(=O)N[C@@H](Cc1ccccc1)C(=O)OC	4	9	-2.9
C[C@@H]1C[C@H](Nc2ccccc2)c2ccccc2N1C(=O)c1cccnc1	-14	18	0.1
COc1ccccc1NC(=O)Cc1nn(C)c(=O)c2ccccc12	8	41	-0.2
CC(=O)Nc1cc(O)cc(O)c1	-7	3	-2.6
Fc1ccc(-c2nnc(Cc3nnc(-c4ccc(F)cc4)o3)o2)cc1	-17	4	-1.1
Oc1ccc(/C=N/Nc2ncc(Br)cn2)c(O)c1	-13	10	3.7
c1ccc2cc(OCCN3CCCC3)ccc2c1	-4	7	0.1
COc1ccc(NC(=O)c2ccc(-c3ccc(OC)cc3)s2)cc1	4	12	-0.3
O=S(=O)(Nc1ccccn1)c1cc(Cl)ccc1Cl	-9	-4	-0.3
CCOCCCN(C)C1CCN(C(=O)c2oc3ccccc3c2NC(=O)Cc2cccc([N+](=O)[O-])c2)CC1	-33	7	0.4
COc1cc(NC(=O)C/C(C)=N/NC(=O)c2cccs2)c(OC)cc1Cl	-29	38	-0.2
O=C(CN1C2=NCCCN2c2ccccc21)c1ccc([N+](=O)[O-])cc1	-15	87*	0.9
COc1cccc(NC(=O)Cn2nnc(C(=O)Nc3ccccc3)c2N)c1	-10	8	-0.1
CCCCCCC1CC(C)(C(=O)CNc2nncs2)OC1=O (configuration not stated)	-31	6	1.4
OC(COc1ccccc1)Cn1c2ccccc2c2ccccc21 (configuration not stated)	-7	11	-1.5
Cn1ncc(Br)c1NC(=O)Nc1ccc(Cl)cc1	-2	-3	0.5
CCN1C(=O)C2C(c3ccccc3F)NC(Cc3ccc(O)cc3)(C(=O)OC)C2C1=O (configuration not stated)	-4	5	-0.6
CCc1c(C)nc2c(OC)cccc2c1SCCC(=O)O	-4	12	-0.3
CCOC(=O)C1(CCOc2ccccc2)CCN(Cc2cc(OC)c(O)c(OC)c2)CC1	-38	24	0.2
COc1ccc(C2=NS(=O)(=O)N(C)C(C(=O)Nc3cc(C)ccc3O)=C2)cc1OC	-8	10	-1.1
O=C(Nc1ccc2nsnc2c1)C1CC1	-2	30	-1.3
Cc1ccc2c(c1)c(C1=c3ccccc3=NC1=O)c(O)n2C	-7	22	-0.8
C/C(CCc1ccccc1)=N/NC(=O)C(=O)NC(C)c1ccccc1 (configuration not stated)	-24	14	0.5
CCN1C(=O)[C@H]2[C@@H](c3ccc(OC)cc3)N3C(=O)CN(CC4CC4)C(=O)[C@@]3(C)[C@H]2C1=O	-11	6	0.5
O=C(Nc1nnc(C23CC4CC(CC(C4)C2)C3)s1)c1ccco1	-8	24	-1.1
